Her2 expr inh: inhibitors of Her2 protein expression, primary screen, SKBR-3 cells, AlphaScreen, 66K library | Receptor tyrosine-protein kinase erbB-2 (Homo sapiens), P04626 | SKBR-3 HER2 protein level, 18-24 h; hits give low values | HER2 level % of control, % at 10 µM | 65,000 compounds, 0.69% hits;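 active means HER2 level under 5% of the carrier-only control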;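 further: 100% = DMSO carrier and 0% = 500 nM PU-H71 HSP90 inhibitor; lower value means stronger loss of Her2 protein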
RORa activator: activators of orphan receptor RORA, primary screen, cell-based, luminescence. AID 560, 2006. activation, % at 10 µM. CHO-K1 Gal4-RORA LBD luciferase reporter; percent increase over mock-subtracted basal signal. 65,000 compounds, 1.5% hits;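 active means activation above the mean of all tested compounds plus 3 SD, cut at about 49% in these data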;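 further: 0% = DMSO-treated RORA cells and 100% = added signal equal to DMSO minus mock-transfected cells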
Cdc25B inh: inhibitors of Cdc25B phosphatase catalytic domain, primary screen, biochemical, OMFP fluorescence. M-phase inducer phosphatase 2 (Homo sapiens), P30305. recombinant Cdc25B, OMFP fluorescence Ex485/Em525. inhibition, %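 (compounds tested at 10 µM final in the well)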. 65,000 compounds, 0.1% hits. AID 368, 2006; in the data active means inhibition above about 50%
FXIIa mix inh: human factor XIIa inhibitors, primary screen, biochemical, pooled compound mixtures, fluorogenic substrate. Coagulation factor XII (Homo sapiens), P00748. purified FXIIa. inhibition, % at 5 µM. 62,000 compounds, 0.2% hits; in the data active means inhibition above about 20%, passing the limit was not always enough;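 further: 0% = enzyme without compound and 100% = no enzyme blank; some results filed as inactive read as strong as hits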
Target sequence (P00748 20-372 limits assumed): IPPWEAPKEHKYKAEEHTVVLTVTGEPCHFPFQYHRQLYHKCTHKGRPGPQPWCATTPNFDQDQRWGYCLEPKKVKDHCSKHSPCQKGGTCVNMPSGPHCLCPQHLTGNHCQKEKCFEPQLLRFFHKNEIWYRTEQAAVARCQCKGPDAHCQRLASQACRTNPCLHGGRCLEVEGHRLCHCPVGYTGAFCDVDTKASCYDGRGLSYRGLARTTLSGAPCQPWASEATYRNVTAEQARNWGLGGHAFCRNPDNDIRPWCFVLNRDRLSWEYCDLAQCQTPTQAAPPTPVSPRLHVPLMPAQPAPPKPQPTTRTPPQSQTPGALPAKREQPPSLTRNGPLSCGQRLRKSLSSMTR
Target sequence (P00748 373-615 limits assumed): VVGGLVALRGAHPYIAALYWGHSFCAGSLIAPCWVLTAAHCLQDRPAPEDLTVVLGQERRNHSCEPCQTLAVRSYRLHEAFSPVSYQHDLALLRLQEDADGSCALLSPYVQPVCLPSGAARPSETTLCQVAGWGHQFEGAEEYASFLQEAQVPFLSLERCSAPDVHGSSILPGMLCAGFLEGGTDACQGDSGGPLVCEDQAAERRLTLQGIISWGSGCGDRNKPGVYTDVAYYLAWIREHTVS
D1 allo mod: D1 CRE-luciferase signal change, two-sided – cell-based, HEK293 D1, dopamine EC30, D1 allosteric modulator project, primary screen. D(1A) dopamine receptor (Homo sapiens), P21728. dopamine EC30 potentiation; actives deviate in either direction. B-score at 10 µM. 58,000 compounds, 5.9% hits. AID 641, 2007;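 active means luminescence count or its row- and column-corrected plate score outside the 99.7% band of the plate's sample wells, on either side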
SF1 activator: activators of human SF-1, primary screen, cell-based, CHO-K1, Gal4-SF-1 LBD, luciferase luminescence; Steroidogenic factor 1 (Homo sapiens), Q13285; activation, % at 10 µM; CHO-K1 Gal4-SF-1 LBD luciferase reporter; % increase over DMSO SF-1-specific signal; 65,000 compounds, 1.9% hits;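 active means activation above the mean activation of all tested compounds plus 3 SD, cut at about 50% in these data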
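Material: Transient Gal4-SF-1 LBD reporter, CHO-K1 | Input: 4,000 cells/well | Dosing: One dose, 10 µM compound, 1% DMSO | Incubation: 20 h compound treatment, 37 °C | Detection: SteadyLite luciferase luminescence | Evaluation: Percent activation relative to DMSO median and mock-transfected background | Benchmarks: DMSO-treated SF-1-transfected cells as negative, DMSO-treated mock-transfected cells lacking SF-1 as background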
DUSP1 inh: MKP-1 phosphatase inhibitors, primary screen, biochemical, in vitro | AID 374, 2006 | recombinant MKP-1, OMFP hydrolysis fluorescence | Dual specificity protein phosphatase 1 (Homo sapiens), P28562 | inhibition, %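 (compounds tested at a single concentration somewhere between 10 and 100 µM)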 | 65,000 compounds, 0.15% hits;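 active means inhibition above about 50%, limit read from the data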;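 further: 0% = DMSO max control wells and 100% = wells with enzyme stopped by NaOH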
Target sequence (P28562 whole entry, looked up): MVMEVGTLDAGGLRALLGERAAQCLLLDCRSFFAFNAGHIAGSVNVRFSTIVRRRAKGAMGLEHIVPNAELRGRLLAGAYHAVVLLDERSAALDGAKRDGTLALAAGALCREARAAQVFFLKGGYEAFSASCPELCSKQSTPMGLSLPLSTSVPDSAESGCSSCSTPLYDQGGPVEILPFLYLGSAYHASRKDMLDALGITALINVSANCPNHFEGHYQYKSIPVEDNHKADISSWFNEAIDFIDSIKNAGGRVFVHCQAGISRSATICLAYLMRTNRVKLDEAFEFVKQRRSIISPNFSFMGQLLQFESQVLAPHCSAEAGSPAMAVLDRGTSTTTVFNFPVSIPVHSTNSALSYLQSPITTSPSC
TNAP act DEA: human TNAP enzyme activators, primary screen, biochemical, luminescent, intermediate phosphate acceptor level; Alkaline phosphatase, tissue-nonspecific isozyme (Homo sapiens), P05186; purified TNAP, CDP-star luminescence, 100 mM DEA, 30 min; hits give high values; scale: 0 levamisole-inhibited, 1 vehicle-only enzyme; AID 813, 2007; activation factor at 20 µM; 64,000 tested, under 10 active;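 active means activation factor of at least 2 at 20 µM, relative to controls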
Hsp90 inh: tumor Hsp90 inhibitors, primary screen, cell lysate, fluorescence polarization, NCI-N417 lysate; 64,000 compounds, 0.35% hits; Heat shock protein HSP 90-alpha (Homo sapiens), P07900; inhibition, % at 30 µM; Cy3B-geldanamycin FP displacement; AID 429, 2006;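 active means inhibition above 50%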;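 further: 0% = tracer plus lysate wells and 100% = tracer alone without lysate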
Numbers without * were called inactive; . = not tested or not shown. Compounds as they come; about 8.9% have a hit in one of these screens.

structure	Her2 expr inh	RORa activator	Cdc25B inh	FXIIa mix inh	D1 allo mod	SF1 activator	DUSP1 inh	TNAP act DEA	Hsp90 inh
CCCCn1c(=O)c2c(c3ccccc31)OCC(=O)N2	186	4	5	5	2	-7	1	1	1
CCOC(=O)N1CCN(CC(=O)Nc2ccc(C)cc2)CC1	98	.	-16	-13	0.18	.	15	0.9	.
Cc1csc(NC(=O)CSc2nnc3ncccn23)n1	86	8	-3	0	-0.12	-2	14	0.9	-4
CCCc1ccc(-c2ccc(C(=O)O)cc2)nc1	108	-25	-12	2	0.19	-14	5	1	4
COc1ccc(-n2c(SCC(=O)c3c(N)n(C)c(=O)n(C)c3=O)nc3ccccc32)cc1	111	1	-2	5	0.11	2	5	0.9	-4
Cc1onc(-c2ccccc2)c1C(=O)Nc1nc2c(s1)CCCC2	54	16	2	0	0.053	21	4	1	5
O=C(Nc1ccc(-c2nnc(-c3ccccc3)o2)cc1)C(F)(F)F	126	34	-9	4	-0.61	39	38	0.9	-3
Cn1c(C(=O)NCC2CCCO2)cc2oc3ccccc3c21 (configuration not stated)	91	59*	-2	9	-0.47	50*	-7	0.9	3
O=C(CSc1nc2ccccc2o1)N1CCN(C(=O)c2ccco2)CC1	90	4	-3	8	-0.027	3	3	1	-2
O=C1CN(CC(=O)N2CCOCC2)c2ccccc2O1	85	3	0	22*	.	4	10	1	6
CCOC(=O)c1cnn(-c2cc(C)c3cc(C)cc(C)c3n2)c1N	79	-5	1	11	0.85	-7	4	0.8	3
CCC(=O)Nc1ccc2c(c1)ncn2-c1ccccc1OC	92	9	6	3	-0.043	-2	-2	1	3
CC(=O)N1CCN(c2ccc(Oc3nnnn3-c3ccccc3)cc2)CC1	116	-3	-11	10	-0.9	-18	10	1	-2
O=C(NCc1ccc(F)cc1Cl)C1CCN(S(=O)(=O)N2CCC3(CC2)OCCO3)CC1	98	-3	-6	5	-0.047	14	1	0.9	-2
O=C(Cn1nc(-c2ccccc2)c2ccccc2c1=O)Nc1ccc2c(c1)nc1n2CCOC1	60	-9	-21	12	2.6	25	28	0.9	-8

structure	Her2 expr inh	RORa activator	Cdc25B inh	FXIIa mix inh	D1 allo mod	SF1 activator	DUSP1 inh	TNAP act DEA	Hsp90 inh
O=C(Nc1ccc2c(c1)OCO2)c1cccc2c1C(=O)N(C1CCCCC1)C2	81	-20	-8	6	2.3	-5	12	1	8
CC1CCN(CCCNC(=O)c2cn(C)c3ccc(S(=O)(=O)N4CCCC4)cc3c2=O)CC1	66	-7	3	5	-0.062	-20	-10	0.9	1
c1ccc(-c2csc3ncnc(NCCN4CCOCC4)c23)cc1	86	2	-6	28	-0.5	5	-2	1	-2
COc1ccc(S(=O)(=O)N(C)CC(=O)NCCC2=CCCCC2)cc1	88	1	-4	11	.	-1	0	1	.
Cc1nn(C)cc1C(N)=O	82	-6	-8	2	0.26	5	-28	1	0
Cc1cc(C)n(-c2nc3ccccc3c(=O)n2OCC(=O)OCc2ccccc2)n1	96	26	-5	14	0.0082	-9	3	0.9	-3
CCOC(=O)N1CCN(C(=O)CN(c2cc(C(F)(F)F)ccc2Cl)S(C)(=O)=O)CC1	92	-25	-3	-1	-0.055	-1	11	1	0
Cc1ccc(C)c2[nH]c(=O)c(CN(Cc3ccco3)C(=O)Nc3ccccc3)cc12	117	4	-16	11	.	0	0	0.9	-3
O=C(NCCC1=CCCCC1)C1COc2ccccc2O1 (configuration not stated)	89	4	2	5	1.1	15	1	1	-1
CSc1nc2c(c(=O)n1C)SC(C)C2 (configuration not stated)	82	14	3	14	2.7	-2	-5	0.8	0
CC(C)(C)NC(=O)COc1ccc(CNn2nnnc2N)cc1	185	-12	-13	8	.	7	2	0.9	.
CC(C(=O)Nc1nccs1)N1C(=O)C2CC=CCC2C1=O (configuration not stated)	90	3	3	5	0.39	2	8	0.9	-4
COc1ccc(O)c(-c2cc(-c3cccc(Br)c3)n[nH]2)c1	26	4	-1	6	0.0065	-7	12	1	11
CCOc1cccc(C(=O)Nc2ccc(N(CC)CC)cc2)c1	68	44	0	3	0.042	45	1	0.9	1
CCN(c1c(C)n(C)n(-c2ccccc2)c1=O)S(C)(=O)=O	70	17	27	-4	-0.43	-10	-14	1	0

With a hit mark in FXIIa mix inh, of those listed so far:
molecule	Her2 expr inh	Cdc25B inh	FXIIa mix inh	D1 allo mod	DUSP1 inh	TNAP act DEA
O=C1CN(CC(=O)N2CCOCC2)c2ccccc2O1	85	0	22*	.	10	1

New compounds follow.
structure	Her2 expr inh	RORa activator	Cdc25B inh	FXIIa mix inh	D1 allo mod	SF1 activator	DUSP1 inh	TNAP act DEA	Hsp90 inh
CCOC(=O)c1cccc(NC(=O)C2CCN(S(=O)(=O)c3cccs3)CC2)c1	92	-3	-21	5	-1.1	-3	8	0.9	-1
CC(NC(=O)CC12CC3CC(CC(C3)C1)C2)C(=O)O (configuration not stated)	120	-5	-12	28	-0.55	-11	-2	1	1
CCOc1cccc(C(=O)Nc2ccccc2OC(F)F)c1	123	-10	-4	3	-0.28	-1	-1	0.9	-2
CCC(=O)c1ccccc1OCCN1C(=O)NC(C)(C)C1=O	58	-4	-9	7	0.076	12	6	0.9	-1
CCOC(=O)NC(=O)CSc1nc(C)cc(C)c1C#N	110	28	-11	1	-1.1	46	-4	0.9	-4
CCOC(=O)N1CCN(Cc2cccs2)CC1	76	-7	-1	0	0.42	6	8	0.9	1
O=C(CCCNS(=O)(=O)c1cccc2nsnc12)N1CCCCC1	80	-1	-10	3	-0.17	7	2	0.9	-6
CCN(C(=O)CSc1nnc(Cn2nnc3ccccc32)o1)c1nc(-c2ccccc2)cs1	52	-2	-10	4	-0.53	-11	8	0.9	1
COc1ccc(-c2ncc3ccccn23)cc1	79	21	-2	4	-0.06	53*	9	0.9	-9
CCC1Oc2ccc(Cl)cc2N(CC(=O)O)C1=O (configuration not stated)	123	-9	6	3	0.21	12	6	1.1	-7
Cc1ccc(S(=O)(=O)N2CCN(S(C)(=O)=O)C2c2ccccc2)cc1 (configuration not stated)	76	-12	4	8	-0.88	12	-7	0.8	-4
Cc1ccc(NC(=O)c2ccccc2F)nc1	94	21	0	-20	-3*	-4	8	0.9	-7
Cn1nnc2cc(C(=O)NCc3ccco3)ccc21	118	-21	7	10	0.38	-14	14	0.9	-20
Cc1cccc(-n2nc3c(c2NC(=O)c2ccc(Br)o2)CSC3)c1C	100	-4	-2	6	0.11	10	3	0.9	1
CCS(=O)(=O)NCc1ccc2[nH]c3c(c2c1)CCCC3	103	-12	11	8	.	13	10	0.9	71*

structure	Her2 expr inh	RORa activator	Cdc25B inh	FXIIa mix inh	D1 allo mod	SF1 activator	DUSP1 inh	TNAP act DEA	Hsp90 inh
COc1ccccc1S(=O)Cc1ccc(C(=O)NCCc2ccc(Cl)cc2)o1 (configuration not stated)	73	-8	-15	4	-2.8	1	0	0.9	-3
COc1cc(N)ccc1Cc1ccc(N)cc1OC	102	-9	-3	12	-0.4	-12	5	0.9	-6
CCS(=O)(=O)N1CCC(NC(=O)C2CCCCC2)CC1	117	-4	-14	-1	0.075	3	-6	1	1
NC(=O)c1c(NC(=O)c2cccs2)sc2c1CCCCCC2	82	56*	3	4	0.3	45	7	0.8	-5
Cc1ccc(C(C(=O)NC2CCCCC2)N2CCOCC2)cc1 (configuration not stated)	99	3	-15	6	-0.5	-7	4	0.9	-2
CCC(CO)Nc1ncnc2c1cnn2-c1ccc(OC)cc1 (configuration not stated)	84	61*	3	4	-3	101*	5	1	-1
CCOC(=O)N1CCC(N2C(=O)c3ccccc3C2Nc2cc(OC)c(OC)c(OC)c2)CC1 (configuration not stated)	73	-15	2	4	0.31	-10	16	0.9	-4
O=C(CSc1nnc(-c2ccccc2)o1)OCc1ccccc1	104	-12	-3	-1	-0.19	-4	15	0.9	-1
COC(=O)c1ccccc1NC(=O)c1ccc(NS(C)(=O)=O)cc1	99	-7	-3	3	8*	-4	6	0.9	-1
COc1ccc(C2=Nn3c(nnc3-c3ccccc3)SC2)cc1OC	76	12	9	3	29*	42	-8	0.8	12
O=C(O)CN1C(=O)CC(Cc2ccccc2)C1=O (configuration not stated)	97	-6	9	12	-0.46	4	-1	1	0
Cc1nn(-c2ccc(F)cc2)c2nc(N)c(C#N)c(-c3cccs3)c12	50	6	4	5	-1.8	-8	-7	0.9	-11
COC(=O)c1ccc(-n2nnnc2SCC(=O)Nc2ccccc2OC)cc1	98	0	5	5	1.3	14	-25	0.9	-4
COCCn1nnnc1C(c1ccc(OC)c(OC)c1)N1CCN(c2nc3ccccc3s2)CC1 (configuration not stated)	86	-15	4	-4	0.13	22	15	1	-3
Cc1cc(C)c(C(=O)CSc2n[nH]c(=O)n2C2CC2)cc1C	103	-26	-5	7	-0.53	-12	32	1	1

structure	Her2 expr inh	RORa activator	Cdc25B inh	FXIIa mix inh	D1 allo mod	SF1 activator	DUSP1 inh	TNAP act DEA	Hsp90 inh
O=C(O)C1CSC(CCc2ccccc2)N1 (configuration not stated)	86	-21	7	.	.	0	-9	1.1	2
COc1ccc(C(=O)N2CCN(c3cccc(Cl)c3)CC2)c(OC)c1	40	14	0	0	-0.71	37	10	0.9	-5
CC1CC(C)CN(Cc2nc3c(c(=O)n(C)c(=O)n3C)n2CCN2CCOCC2)C1 (configuration not stated)	94	1	3	9	-0.042	-4	15	0.9	-1
CCOC(=O)CNC(=O)CSc1nnc(-c2ccco2)n1Cc1ccco1	104	-13	-54	8	-0.059	9	11	0.9	.
CCCCSC1=C(C#N)C(c2ccccc2C)C(C(=O)OCC)C(=O)N1 (configuration not stated)	103	3	-3	3	0.1	-1	19	0.9	-5
Cc1cc(C)c2c(c1)c(C)cc1nnc(SCC(=O)NCc3ccco3)n12	104	2	-7	-3	0.23	-8	0	0.9	-3
CCC(C)NCC(=O)Nc1ccc(-c2nc3cc(NC(=O)CNC(C)CC)ccc3o2)cc1 (configuration not stated)	46	4	-18	4	0.28	29	7	0.8	-2
COc1ccc(-c2noc(CSc3ccccc3)n2)cc1OC	77	38	0	3	9.4*	68*	9	1	0
Cn1c(=O)c2[nH]c(Nc3ccccc3)nc2n(C)c1=O	73	-2	-6	13	0.013	12	3	1	10
Cc1ccc(NC(=O)CN(c2ccc3c(c2)OCO3)S(=O)(=O)c2c(C)n[nH]c2C)cc1	100	-3	-16	-15	0.44	-5	3	0.8	-4
COc1ccc(-c2nnn(Cc3nc(N)nc(N4CCCCC4)n3)n2)cc1	122	3	-6	8	5*	-9	13	0.9	2

Filtered by structure: the entries above with a CF3 group (two)
structure	Her2 expr inh	RORa activator	Cdc25B inh	FXIIa mix inh	D1 allo mod	SF1 activator	DUSP1 inh	TNAP act DEA	Hsp90 inh
O=C(Nc1ccc(-c2nnc(-c3ccccc3)o2)cc1)C(F)(F)F	126	34	-9	4	-0.61	39	38	0.9	-3
CCOC(=O)N1CCN(C(=O)CN(c2cc(C(F)(F)F)ccc2Cl)S(C)(=O)=O)CC1	92	-25	-3	-1	-0.055	-1	11	1	0
